Bioassay records from PubChem BioAssay.
NS3 helicase inh – HCV NS3 helicase inhibition; inhibition, % at 10.9 µM; AID 1800; hit rate 0.56% among 290,000; NS3 helicase DNA unwinding, Cy5 molecular beacon fluorescence;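 active = inhibition above the mean of all tested compounds plus 3 SD, set per campaign, cut at about 35% in these data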;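 note: 0% = DMSO wells and 100% = thioflavine S control wells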
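System: Hepatitis C virus NS3 helicase domain fragment enzyme | Reagent: Annealed dual-labelled DNA beacon duplex, ATP-started | Compound dosing: 10.9 µM single point, 0.8% DMSO | Incubation: 1 h reaction at 25 °C, ATP-initiated | Technique: Cy5 fluorescence | Evaluation: Percent inhibition from t60/t0 fluorescence ratio | Benchmarks: Low DMSO, high thioflavine S at 110 µM | Replication: Singlicate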
IMP-1 inhibitor – inhibitors of Pseudomonas aeruginosa IMP-1 metallo-beta-lactamase | purified IMP-1, nitrocefin hydrolysis, epi-absorbance fluorescence | inhibition, % at 5.6 µM | hit rate 0.45% among 290,000 | AID 1556;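 active = inhibition above the mean plus 3 SD of all compounds in the same screening run, cut at about 4.5% in these data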;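 note: 0% = IMP-1 with DMSO and 100% = DMSO wells lacking enzyme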
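System: Purified IMP-1 | Read-out basis: Percent enzyme inhibition | Controls: IMP-1 with DMSO as 0%, enzyme-free DMSO as 100% | Replicates: One well per compound | Doses: 5.6 µM nominal single concentration | Detection: Epi-absorbance fluorescence, 480 nm excitation, 530 nm emission | Incubation: 25 °C, 15 min preincubation, 25 min reaction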
pCIP destab – lowers stability of the mouse p/CIP coactivator protein; hit rate 0.01% among 290,000; Q05BA5; F442A p/CIP-EGFP cells, EGFP fluorescence, 16 h; decrease of EGFP signal, % at 10 µM; AID 1984;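 active = EGFP signal decrease of at least 30% at 10 µM or well 3 SD below plate mean, unless failing retest; inactive = the rest, including hits failing retest or dose response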; note: some compounds called inactive have numbers as strong as hits; many of its hits are not listed in these tables
CRFBP-R2 block – antagonists of CRF-binding protein/CRF-R2 receptor complex; HEK293 CRF-R2/CRF-BP, CRF-induced calcium fluorescence; inhibition, % at 11.8 µM; hit rate 0.59% among 350,000; AID 588475;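 active = inhibition of the ligand-induced calcium signal above about 50% at the single tested concentration, limit read from the data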
UBC9 SUMO inh – inhibitors of human SUMOylation (UBC9); P63279; HTRF SUMOylation assay, SAE1/SAE2 + UBC9, in vitro; inhibition, % at 35 µM; hit rate 0.36% among 290,000; in the data active = inhibition above about 50%, passing the limit was not always enough; note: strong numbers were not always called active
Target sequence (P63279 whole entry, looked up): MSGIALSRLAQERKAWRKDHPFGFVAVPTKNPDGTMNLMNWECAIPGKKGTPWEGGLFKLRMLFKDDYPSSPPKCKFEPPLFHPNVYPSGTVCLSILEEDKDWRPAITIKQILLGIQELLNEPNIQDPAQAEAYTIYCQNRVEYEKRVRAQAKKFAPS
VIM-2 inhibitor – blocks Pseudomonas aeruginosa VIM-2 metallo-beta-lactamase. purified VIM-2, nitrocefin hydrolysis, epi-absorbance fluorescence. hit rate 0.89% among 290,000. inhibition, % at 5.6 µM;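 active = inhibition above the mean of all tested compounds plus 3 SD, cutoff set per screening run, cut at about 7.5% in these data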;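 note: red hydrolysis product quenches plate fluorescence so inhibitors raise well fluorescence; 0% = enzyme with DMSO and 100% = DMSO without enzyme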
GalR3 antag – antagonists of human GalR3; hit rate 0.44% among 360,000; inhibition, % at 3 µM; HEK293 GalR3-CNG cAMP membrane potential fluorescence; galR3 body fused to GalR1 C-terminus; O60755;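 active = inhibition above the screen-wide average plus 3 SD, cut at about 13% in these data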;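 note: forskolin and galanin both at EC90 stimulate the cells; cAMP rise reported by CNG channel membrane potential dye signal; 0% = forskolin plus galanin with DMSO and 100% = forskolin alone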
Target sequence (O60755 1-299 limits assumed): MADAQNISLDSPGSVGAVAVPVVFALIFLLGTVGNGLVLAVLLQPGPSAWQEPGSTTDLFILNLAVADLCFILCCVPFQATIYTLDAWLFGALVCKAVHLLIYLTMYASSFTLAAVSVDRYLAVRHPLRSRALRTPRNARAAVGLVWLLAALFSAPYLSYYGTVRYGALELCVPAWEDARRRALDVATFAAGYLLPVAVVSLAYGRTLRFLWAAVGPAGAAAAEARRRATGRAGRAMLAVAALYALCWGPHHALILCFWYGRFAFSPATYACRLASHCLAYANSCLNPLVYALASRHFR
IDE cell inh – cellular human IDE inhibition. P14735. inhibition, % at 5.59 µM. hit rate 0.41% among 320,000. HEK cells, FAbetaB cleavage, fluorescence polarization;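 active = percent inhibition above the average of all tested compounds plus 3 SD, set per screening campaign, cut at about 16% in these data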;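 note: IDE supplied by intact live HEK cells; FP after avidin binding of uncleaved biotin substrate so inhibition keeps polarization high; 0% = DMSO wells and 100% = 60 µM reference IDE inhibitor Ii1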
IDE act – activators of human insulin-degrading enzyme in cells | P14735 | HEK cells, FAbeta-B cleavage, fluorescence polarization; 0% vehicle, 100% cell-free pure enzyme wells | activation, % at 5.96 µM | hit rate 0.073% among 340,000 | AID 493087;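 active = activation above the mean of all tested compounds plus 3 SD, set per screening campaign, cut at about 17% in these data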
An asterisk follows results filed as active; / = not tested or not shown.

VIM-2 inhibitor | CRFBP-R2 block | IMP-1 inhibitor | compound | IDE cell inh | pCIP destab | UBC9 SUMO inh | GalR3 antag | IDE act | NS3 helicase inh
0.6 | 7 | -0.4 | CC(=O)Nc1ccc(NC(=O)C2CCCN2C(=O)Nc2cccc(F)c2)cc1 (stereo not drawn) | 3 | -11 | 8 | -8 | 0 | -9
-1.0 | 5 | -2.1 | COC(=O)c1[nH]c2cc(OC)ccc2c1NC(=O)c1c(F)cccc1F | -8 | -13 | -1 | -5 | 1 | 16
1.1 | -4 | 0.6 | CCOC(=O)N1CCN(C(=O)COc2cccc3c2CCN(Cc2cccc(C)c2)C3=O)CC1 | 9 | -3 | -3 | -4 | -4 | -7
-4.6 | 5 | -1.6 | OC(CC#CCN1CCOCC1)(c1ccccc1)c1ccccc1 | 3 | -9 | 0 | -7 | -1 | -5
-3.4 | -38 | -2.8 | COc1ccc(N(C(=O)c2cnccn2)C(C(=O)NC2CCCCC2)c2ccc(Cl)cc2)cc1 (stereo not drawn) | 9 | / | / | -7 | 3 | 5
1.2 | -19 | 0.4 | CC(C)(C)C1CCC(OCC(O)CN2CCN(c3ccccn3)CC2)CC1 (stereo not drawn) | -1 | -9 | 7 | 2 | 3 | -64
-0.2 | 10 | 1.3 | O=C(O)Cn1c(=O)n(Cc2ccccc2)c2ccccc21 | / | -9 | 12 | -10 | 2 | 9
-7.8 | -5 | -4.2 | COc1ccc(C(=O)NCC(=O)OCc2ccc(F)cc2)cc1 | 4 | -10 | 4 | -8 | 3 | 5
-2.2 | -13 | -2.9 | O=C1c2cccnc2C(Nc2ccc(F)c(Cl)c2)N1Cc1cccs1 (stereo not drawn) | -1 | -11 | 19 | -3 | 3 | 5
-2.5 | -6 | -2.9 | CC(C)OC(=O)CSc1nnc(COc2ccc([N+](=O)[O-])cc2)n1C | 6 | -3 | -3 | 0 | 6 | 9
-0.3 | -1 | -0.7 | CCCn1c(C(CO)Nc2nc(C)cs2)nc2ccccc21 (stereo not drawn) | 6 | -16 | 8 | -7 | 0 | 13
-0.3 | 7 | -1.7 | Nc1nc2ncc(C(=O)c3cc(F)ccc3O)cc2s1 | -2 | 4 | -3 | -2 | 7 | 2
/ | -6 | / | COc1cc(C(=O)N2CCCN(c3nc4cc(C)ccc4cc3C#N)CC2)cc(OC)c1OC | 4 | 8 | 14 | -2 | / | /
-2.6 | 15 | -1.3 | CC(CC(C)C(=O)Nc1ccccc1C(C)(C)C)C(=O)O (stereo not drawn) | -1 | 4 | 16 | 5 | 7 | 2
-3.9 | -6 | -1.6 | Cc1ccc(-n2c(N)c(S(=O)(=O)c3ccccc3)c3nc4ccccc4nc32)cc1 | 3 | 9 | -1 | -7 | -2 | 12
-1.5 | -9 | -2.2 | O=C(NC1CC1)c1sc2cc([N+](=O)[O-])ccc2c1Cl | -3 | 4 | 0 | 3 | 2 | 6
0.1 | -15 | -3.1 | CCCOc1ccc(C(O)(CCN2CCCCC2)c2ccccc2OC)cc1 (stereo not drawn) | 3 | -8 | 2 | -13 | 4 | -23
-4.1 | 23 | -2.2 | Cc1ccc(CNC(=O)C2CC(=O)N(CCC(C)C)C2)cc1 (stereo not drawn) | 8 | -5 | 11 | -5 | 6 | 5
-5.9 | 14 | -3.0 | O=C(c1cnn2ccccc12)N1CCCc2ccccc21 | 3 | -4 | 2 | -2 | 4 | -2
-1.0 | 7 | -1.3 | COC(=O)c1ccc(NC(=S)N2CCN(Cc3ccccc3)CC2)cc1 | 0 | 0 | -28 | -6 | -2 | -3

Next section; the last 3 above are carried over.
VIM-2 inhibitor | CRFBP-R2 block | IMP-1 inhibitor | compound | IDE cell inh | pCIP destab | UBC9 SUMO inh | GalR3 antag | IDE act | NS3 helicase inh
-4.1 | 23 | -2.2 | Cc1ccc(CNC(=O)C2CC(=O)N(CCC(C)C)C2)cc1 (stereo not drawn) | 8 | -5 | 11 | -5 | 6 | 5
-5.9 | 14 | -3.0 | O=C(c1cnn2ccccc12)N1CCCc2ccccc21 | 3 | -4 | 2 | -2 | 4 | -2
-1.0 | 7 | -1.3 | COC(=O)c1ccc(NC(=S)N2CCN(Cc3ccccc3)CC2)cc1 | 0 | 0 | -28 | -6 | -2 | -3
-3.5 | -14 | -2.6 | Cc1ccc(Nc2n[nH]c(C)c2[N+](=O)[O-])c(C)c1 | 1 | 5 | -14 | -1 | 4 | 2
/ | -4 | / | COc1ccccc1NC(=O)C(C)OC(=O)CSCC(=O)Nc1cc(C)on1 (stereo not drawn) | -4 | / | / | -1 | 6 | /
-0.8 | -16 | -1.5 | COc1ccc(NC(=O)CSc2nnc(-c3cc(C)[nH]n3)n2N)cc1 | 0 | 2 | -4 | 3 | 5 | -7
-2.1 | 8 | -5.0 | O=C(Nc1ccc(CN2CCOCC2)cc1)c1ccco1 | 4 | -6 | 2 | -3 | 4 | 0
-2.0 | 0 | -3.4 | O=C(Nc1ccc(S(=O)(=O)Nc2ccccn2)cc1)C(F)(F)F | -3 | -2 | 15 | -6 | 2 | 11
-2.0 | -5 | -1.1 | COc1ccc(NS(=O)(=O)c2ccc3c(c2)NC(=O)CO3)c(OC)c1 | -4 | -11 | 11 | -7 | -1 | 4
-3.6 | 9 | -3.2 | COc1cccc(-c2noc(-c3cccnc3)n2)c1 | -2 | 0 | -7 | -5 | 6 | -2
-4.7 | 9 | -4.5 | COc1cccc(-n2c(=O)n(Cc3ccccc3)c(=O)c3[nH]cnc32)c1C | 5 | -2 | -2 | -4 | 3 | 2
-2.8 | -11 | -2.3 | Cc1n[nH]c(=S)n(/N=C/c2cccc([N+](=O)[O-])c2)c1=O | -3 | -4 | -12 | -1 | 1 | -1
-1.1 | 0 | -2.0 | O=C(CN1CCCCCC1)NN(Cc1ccccc1)c1ccccc1 | 5 | -14 | 2 | -3 | 0 | 4
-1.2 | -22 | -6.4 | O=c1oc2ccccc2c2c1ncn2C1CCCCC1 | 5 | 8 | 6 | -3 | -3 | 6
-3.4 | 14 | -0.5 | COC(=O)CCC(=O)Nc1ccc(NC(=O)CCC(=O)OC)cc1 | -2 | -15 | -2 | 4 | 2 | -1
-0.3 | -3 | 0.0 | Cc1ccc(C(=O)CSc2nnnn2Cc2ccccc2)cc1C | -1 | -4 | -10 | 0 | 3 | -3
-0.8 | -3 | -2.6 | N#CCSc1nnc(N)s1 | 1 | 9 | 2 | 3 | 6 | 1
-0.2 | -18 | -0.2 | COc1ccc(Cl)cc1NC(=O)CC1S/C(=N/N=C2CCCCCC2)NC1=O (stereo not drawn) | -3 | -9 | -20 | 0 | 0 | 15
-2.0 | 17 | -1.1 | Cc1nc2ncnn2c(C)c1C/C=C/c1ccccc1 | -1 | -6 | 10 | 0 | 9 | -2
-1.6 | -15 | -1.5 | Cc1cccc(CC(=O)Nc2ccon2)c1 | 1 | 8 | 14 | 0 | 5 | -7
0.6 | -10 | -3.3 | Cc1ccc2c(C)nc(Nc3nc(CSc4nnc(C)s4)cc(=O)[nH]3)nc2c1 | 0 | -2 | -22 | -2 | -2 | 0
-2.4 | -1 | -2.2 | O=C(c1ccccc1)c1cccs1 | 2 | 14 | 7 | -5 | -2 | -2
/ | 4 | / | O=C(OCc1c(-c2ccccc2)ncc2ccccc12)c1ccco1 | 2 | / | / | 0 | -4 | /

Some of these compounds in order of their number in NS3 helicase inh, lowest first:
VIM-2 inhibitor | CRFBP-R2 block | IMP-1 inhibitor | compound | IDE cell inh | pCIP destab | UBC9 SUMO inh | GalR3 antag | IDE act | NS3 helicase inh
-1.6 | -15 | -1.5 | Cc1cccc(CC(=O)Nc2ccon2)c1 | 1 | 8 | 14 | 0 | 5 | -7
-0.8 | -3 | -2.6 | N#CCSc1nnc(N)s1 | 1 | 9 | 2 | 3 | 6 | 1
-1.1 | 0 | -2.0 | O=C(CN1CCCCCC1)NN(Cc1ccccc1)c1ccccc1 | 5 | -14 | 2 | -3 | 0 | 4

(cont.)
VIM-2 inhibitor | CRFBP-R2 block | IMP-1 inhibitor | compound | IDE cell inh | pCIP destab | UBC9 SUMO inh | GalR3 antag | IDE act | NS3 helicase inh
-5.2 | 14 | -0.3 | CCCNC(=O)c1cc(-c2ccco2)on1 | 0 | -16 | 16 | -4 | 6 | 4
-3.1 | 2 | -1.6 | Cc1cccc(N2CCN(C(=O)CCCCCn3c(=S)[nH]c4ccc(N5CCOCC5)cc4c3=O)CC2)c1C | 7 | -3 | -8 | -7 | -7 | 5
-8.6 | 15 | -5.9 | NCCN1CCN(CCN)CC1 | / | -10 | 13 | 0 | 1 | 2
-4.0 | 0 | -3.8 | Cc1cccc(C(=O)NCCCNC(=O)c2cccnc2)c1 | 7 | 3 | -9 | -9 | 4 | 10
-2.6 | / | -2.6 | O=C(CCl)c1ccc2c(c1)CCN2C(=O)C1CC1 | -4 | -6 | -9 | / | / | 6
0.6 | 1 | -0.9 | CS(=O)(=O)N1N=C(c2ccc(Br)cc2)CC1c1ccc2c(c1)OCO2 (stereo not drawn) | 2 | -26 | -6 | / | -1 | 1
-3.7 | 0 | -0.6 | CC1=C(C(=O)Nc2ccc(C)cc2C)C(c2cccc([N+](=O)[O-])c2)n2nc(C(=O)OC(C)C)nc2N1 (stereo not drawn) | 5 | -10 | 20 | 0 | 3 | 2
0.8 | -26 | 1.8 | Clc1ccc(CO/N=C/c2cccs2)cc1 | 1 | 6 | -7 | -4 | / | -2
0.6 | 6 | 0.2 | CC(=O)Nc1ccc(NC(=O)CCNC(=O)c2ccccc2Cl)cc1 | 1 | -7 | 22 | -8 | 4 | -1
-2.6 | -25 | -2.6 | Cc1ccccc1OCC(=O)NNC(=O)Nc1ccc(Cl)cc1 | 5 | -8 | 11 | -3 | -2 | -7
-4.5 | 12 | -2.9 | Cc1c(C(=O)Nc2ccccc2C(=O)N2CCOCC2)cccc1[N+](=O)[O-] | 12 | -6 | -12 | 5 | -1 | 3
/ | 0 | / | COc1cccc(NC(=O)CN(C)C(=O)CN2C(=O)NC(C)(c3ccc(C)cc3)C2=O)c1 (stereo not drawn) | 1 | / | / | -3 | -1 | /
-1.7 | 18 | -2.4 | Cc1cc(=O)oc2cc(OCC(=O)c3ccc4c(c3)NC(=O)CO4)ccc12 | -6 | 3 | 31 | -3 | 5 | 2
-2.6 | -6 | -0.2 | CCOC(=O)N1CCN(C(=O)Cc2ccc(Cl)cc2)CC1 | 9 | 12 | 8 | 4 | -5 | 1
/ | -3 | / | O=C(OCc1cc(=O)n2ccsc2n1)c1ccc(O)cc1O | 3 | / | / | -2 | 2 | /
